Bim-Bcl-2: inhibitors of Bim-Bcl-2 binding, primary screen, biochemical, multiplexed, human Bcl-2 family. inhibition, % at 10 µM. Bead-based flow cytometry, Bim peptide-Bcl-2 binding. actives 0.06% (n = 190,000). Apoptosis regulator Bcl-2 (Homo sapiens), P10415; in the data active = inhibition above about 40%; inconclusive = no clear call, values can overlap the other calls;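 also: 0% = no compound wells with probe peptide and 100% = reference peptide inhibitor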
Target sequence (P10415 whole entry, looked up): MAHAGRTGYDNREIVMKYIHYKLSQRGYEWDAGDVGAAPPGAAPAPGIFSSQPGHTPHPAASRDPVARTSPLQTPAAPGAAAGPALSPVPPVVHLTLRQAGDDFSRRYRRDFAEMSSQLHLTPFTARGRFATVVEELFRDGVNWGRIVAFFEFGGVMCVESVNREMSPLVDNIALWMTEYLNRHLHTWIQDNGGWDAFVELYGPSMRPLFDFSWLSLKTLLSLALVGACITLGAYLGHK
ABCB1 block: ABCB1 efflux pump inhibitors, primary screen, cell-based, multiplex, flow cytometry, ABCG2 counter-screen. AID 1326, 2008. actives 0.067% (n = 190,000). CCRF-Adr cells, JC-1 efflux. inhibition, % at 6.6 µM. ATP-dependent translocase ABCB1 (Homo sapiens), P08183; in the data active = inhibition above about 40%;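 also: 0% = vehicle and 100% = reference inhibitor; higher value means more JC-1 retained so stronger ABCB1 efflux block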
Bfl-1 Bim block: inhibitors of Bim binding to Bfl-1, primary screen, biochemical, multiplexed, bead-based flow cytometry. Bcl-2-related protein A1 (Homo sapiens), Q16548. Bim-Bfl-1 binding inhibition. inhibition, % at 10 µM. actives 0.12% (n = 190,000). AID 1008, 2008;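 also: 0% = wells without compound plus tracer and 100% = blocker peptide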
RGS7-Gao reg: RGS7-Galphao binding modulators, primary screen, biochemical, multiplexed bead flow cytometry. actives 0.35% (n = 220,000). binding response (% of control), % at 10 µM. Guanine nucleotide-binding protein G(o) subunit alpha (Homo sapiens), P09471. actives lie on both sides; in the data active = binding response below about 49% or above about 150%; inconclusive = no clear call, values can overlap the other calls; inactive = in between;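 also: fluorescent Galphao held in activated GDP-AlF4 state binding bead-coupled RGS7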
Target sequence (P09471 whole entry, looked up): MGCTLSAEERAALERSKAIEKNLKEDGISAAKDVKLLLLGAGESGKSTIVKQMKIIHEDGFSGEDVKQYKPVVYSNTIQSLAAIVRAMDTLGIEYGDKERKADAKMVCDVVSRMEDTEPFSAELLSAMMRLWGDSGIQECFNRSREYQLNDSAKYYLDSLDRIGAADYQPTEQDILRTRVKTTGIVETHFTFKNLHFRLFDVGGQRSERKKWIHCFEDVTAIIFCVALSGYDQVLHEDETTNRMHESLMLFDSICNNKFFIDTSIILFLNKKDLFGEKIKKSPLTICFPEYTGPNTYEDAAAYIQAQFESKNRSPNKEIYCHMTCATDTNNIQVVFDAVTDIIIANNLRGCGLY
RGS8-Gao reg: RGS8-Galphao binding modulators, primary screen, biochemical, multiplexed bead flow cytometry; actives lie on both sides; Guanine nucleotide-binding protein G(o) subunit alpha (Homo sapiens), P09471; actives 0.34% (n = 220,000); response (percent of control binding), % at 10 µM; in the data active = response below about 60% or above about 140%; inactive = in between;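 also: Galphao activated as the GDP aluminium fluoride complex binding bead-coupled RGS8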
Bim-Bcl-W: inhibitors of Bim binding to Bcl-W, primary screen, biochemical, multiplexed, bead-based flow cytometry; Bcl-2-like protein 2 (Homo sapiens), Q92843; actives 0.02% (n = 190,000); inhibition, % at 10 µM; Bim peptide-Bcl-W binding;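 also: 0% = bound tracer without compound and 100% = peptide blocker; higher means less fluorescent Bim peptide bound to Bcl-W beads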
Bcl-B Bim block: inhibitors of Bim-Bcl-B binding, primary screen, biochemical, multiplexed, human Bcl-2 family; Bcl-2-like protein 10 (Homo sapiens), Q9HD36; bead-based flow cytometry, Bim peptide-Bcl-B binding; inhibition, % at 10 µM; actives 0.073% (n = 190,000); AID 951, 2007;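 also: 0% = tracer peptide without compound and 100% = reference inhibitor peptide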
Bim-Bcl-XL: inhibitors of Bim-Bcl-XL binding, primary screen, biochemical, multiplexed, bead flow cytometry, human Bcl-XL; Bcl-2-like protein 1 (Homo sapiens), Q07817; Bim peptide-Bcl-XL binding, fluorescence; inhibition, % at 10 µM; actives 0.04% (n = 190,000); AID 1007, 2008
RGS4-Gao reg: modulators of RGS4 binding to Galphao, primary screen, biochemical, multiplexed bead flow cytometry | Guanine nucleotide-binding protein G(o) subunit alpha (Homo sapiens), P09471 | actives lie on both sides | binding response (% of control), % at 10 µM | actives 0.33% (n = 220,000) | AID 1415, 2008; in the data active = binding response below about 49% or above about 150%; inactive = in between;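 also: fluorescent Galphao activated with aluminum fluoride binding bead-coupled RGS4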
ABCG2 inh: ABCG2 efflux pump inhibitors, primary screen, multiplex with ABCB1, IgMXP3 cells, flow cytometry. actives 0.1% (n = 190,000). inhibition, % at 6.6 µM. Broad substrate specificity ATP-binding cassette transporter ABCG2 (Homo sapiens), Q9UNQ0. JC-1 efflux;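 active = inhibition above 80%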;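 also: 0% = DMSO and 100% = nicardipine control wells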
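Test system: IgMXP3 (ABCG2) plus far-red-tagged CCRF-Adr (ABCB1) cells. Reagent: JC-1 dye as substrate. Timing: 10 min exposure at 25 °C with rotation, no wash. Measured by: flow cytometric JC-1 green MFI at 530 nm. Read-out: percent efflux inhibition, scaled nicardipine 100% to DMSO 0%. Control set: nicardipine and DMSO wells.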
Mcl-1 Bim block: inhibitors of Bim peptide binding to Mcl-1, primary screen, biochemical, bead-based flow cytometry, multiplex; Induced myeloid leukemia cell differentiation protein Mcl-1 (Homo sapiens), Q07820; Bim peptide-Mcl-1 binding; inhibition, % at 10 µM; actives 0.1% (n = 190,000);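 also: 0% = no compound tracer wells and 100% = peptide blocker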
Target sequence (Q07820 whole entry, looked up): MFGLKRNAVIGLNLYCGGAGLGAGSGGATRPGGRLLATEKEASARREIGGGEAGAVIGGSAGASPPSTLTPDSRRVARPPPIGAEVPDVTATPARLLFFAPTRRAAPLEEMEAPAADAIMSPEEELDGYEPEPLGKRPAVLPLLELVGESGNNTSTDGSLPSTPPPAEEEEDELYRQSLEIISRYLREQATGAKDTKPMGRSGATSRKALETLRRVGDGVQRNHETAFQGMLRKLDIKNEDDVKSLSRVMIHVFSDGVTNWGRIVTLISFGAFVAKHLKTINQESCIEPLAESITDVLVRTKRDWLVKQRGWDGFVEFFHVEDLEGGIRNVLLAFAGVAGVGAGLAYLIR
Numbers without * were called inactive; ? = inconclusive. Rule as the data show it, unless noted: active = inhibition above about 40%. Compounds were not picked by outcome. Share with any hit: about 0.94%.

Preview, six compounds:
SMILES	Bim-Bcl-2	ABCB1 block	Bfl-1 Bim block	RGS7-Gao reg	RGS8-Gao reg	Bim-Bcl-W	Bcl-B Bim block	Bim-Bcl-XL	RGS4-Gao reg	ABCG2 inh	Mcl-1 Bim block
O=C(Nc1ccc(O)c(-c2nc3ccccc3o2)c1)C1(c2ccc([N+](=O)[O-])cc2)CCCC1	-6	-0.3	-3	97	102	-11	-3	-7	98	1	-16
CCOC(=O)CCCCC(=O)c1[nH]c(=O)[nH]c1CSc1nc2ccccc2[nH]1	-3	-1.2	-13	100	114	-2	-6	-4	104	-4	0
O=c1c2cc(NC(=S)NCCCN3CCC(Cc4ccccc4)CC3)ccc2nc2n1CCCCC2	-1	0.1	0	?	102	2	-14	-1	104	0	0
CC(=O)Nc1ccc(N2C(=O)CC(Sc3nc4ccccc4s3)C2=O)cc1 (stereo not drawn)	-4	-0.7	-3	?	100	1	-1	2	101	-2	0
CC(C)(C)CC(C)(C)NC(=S)Nc1ccc(S(=O)(=O)N2CCOCC2)cc1	-1	1.0	1	91	98	0	-2	-3	94	8	-2
COc1ccc(NC(=O)CSc2ncnc3c2cnn3CCc2ccccc2)cc1	0	0.1	1	0.3*	19*	1	-2	1	-20*	2	1

The whole of this part (from the top)
SMILES	Bim-Bcl-2	ABCB1 block	Bfl-1 Bim block	RGS7-Gao reg	RGS8-Gao reg	Bim-Bcl-W	Bcl-B Bim block	Bim-Bcl-XL	RGS4-Gao reg	ABCG2 inh	Mcl-1 Bim block
O=C(Nc1ccc(O)c(-c2nc3ccccc3o2)c1)C1(c2ccc([N+](=O)[O-])cc2)CCCC1	-6	-0.3	-3	97	102	-11	-3	-7	98	1	-16
CCOC(=O)CCCCC(=O)c1[nH]c(=O)[nH]c1CSc1nc2ccccc2[nH]1	-3	-1.2	-13	100	114	-2	-6	-4	104	-4	0
O=c1c2cc(NC(=S)NCCCN3CCC(Cc4ccccc4)CC3)ccc2nc2n1CCCCC2	-1	0.1	0	?	102	2	-14	-1	104	0	0
CC(=O)Nc1ccc(N2C(=O)CC(Sc3nc4ccccc4s3)C2=O)cc1 (stereo not drawn)	-4	-0.7	-3	?	100	1	-1	2	101	-2	0
CC(C)(C)CC(C)(C)NC(=S)Nc1ccc(S(=O)(=O)N2CCOCC2)cc1	-1	1.0	1	91	98	0	-2	-3	94	8	-2
COc1ccc(NC(=O)CSc2ncnc3c2cnn3CCc2ccccc2)cc1	0	0.1	1	0.3*	19*	1	-2	1	-20*	2	1
C=CCn1c(SCc2cccc(C#N)c2)nnc1-c1ccccc1O	-2	0.2	-10	104	101	-2	-3	-4	102	0	0
CCc1cc2c(C)cc(C)cc2nc1SCC(=O)Nc1cc(C)on1	-2	0.8	-4	93	97	-1	-4	-2	97	3	-1
C=C(C)CC1(NC(C)c2ccccc2)CCCCC1 (stereo not drawn)	-5	0.3	-1	100	99	-2	-7	-3	102	5	-6
CN1C2CCC1/C(=C\c1ccccc1Cl)C(=O)/C2=C\c1ccccc1Cl	-10	0.7	-11	100	102	-1	-9	-7	99	3	-2
CCOC(=O)c1sc(NC(=O)c2ccncc2)c(C#N)c1C	8	-2.5	22	129	83	0	-22	-4	95	-5	7
CCOc1cc(N2CCOCC2)c(OCC)cc1NC(=O)COc1cccc2cccnc12	2	1.7	4	107	129	3	7	11	106	7	1
CCCC(=O)OCCNc1cc(SCCC(=O)OC)c2nonc2c1[N+](=O)[O-]	5	2.7	5	75	110	6	-1	8	78	2	7
Cc1ccc(C(=O)NNC2=Nc3cccc4cccc2c34)cc1	-5	-0.2	-11	108	102	-6	-9	-13	105	0	-5
COc1ccc(NC(=O)CC2C(=O)N(CCc3ccccc3)C(=S)N2Cc2cccnc2)cc1 (stereo not drawn)	-6	0.9	-9	98	102	2	-11	-1	108	3	0
CC(=O)C1=C(C)NC(SCc2cccc([N+](=O)[O-])c2)=C(C#N)C1c1ccco1 (stereo not drawn)	-5	2.5	-10	99	100	-1	-10	-2	102	13	-3
CS(=O)(=O)N1CCN(C(=O)Cc2ccccc2)CC1	-9	0.5	-10	99	98	3	-10	0	102	1	-3
CCC(CC)c1nnc(NC(=O)c2ccc(N3CCCCC3)c([N+](=O)[O-])c2)s1	-5	-0.9	-2	104	104	-5	-9	-7	102	1	-7
O=C(CSc1ncc(-c2ccccc2)[nH]1)Nc1ccccc1F	0	-0.1	0	103	105	4	-3	-1	105	0	0
Cc1ccc(CSCC(=O)NCc2cccs2)cc1	-1	0.4	-5	96	98	-2	-1	3	97	2	0
Cc1c(C(=O)Nc2ccc(F)cc2)oc2ccc(S(=O)(=O)N3CCC4(CC3)OCCO4)cc12	-3	0.4	-1	98	98	0	-2	0	96	1	0
CCOc1ccccc1C(=O)N(C)Cc1cc2cc(OC)ccc2[nH]c1=O	-1	0.0	-8	96	101	0	-6	1	98	0	3
CCN(CC)C(=O)c1c(C)[nH]c(=S)c(C#N)c1-c1ccco1	-1	-0.9	0	96	97	-2	-17	-4	97	0	-1
CCc1ccc(Nc2cc(=O)n(C3CCCCC3)c(=O)[nH]2)cc1	-11	0.6	-17	98	99	-4	-10	-6	98	9	-6
CCC1(CC)NC(=O)N(CC(=O)OCn2nnc3ccccc3c2=O)C1=O	-8	0.1	-1	101	106	1	1	-1	106	0	0
CCOc1ccc(Oc2c(/C=N/NC(=O)COc3ccccc3OC)c(C)nn2-c2ccccc2)cc1	-2	2.4	-3	107	105	-9	-7	-8	104	-6	-8
CCc1nnc(NC(=O)c2ccc(S(=O)(=O)N(CC)Cc3ccccc3)cc2)o1	-10	0.0	-10	98	100	-7	-9	-7	100	0	-2
C=CCSc1nnc(-c2ccccc2N=Cc2c(C)[nH]n(-c3ccccc3)c2=O)c(=O)[nH]1	1	-6.2	0	100	96	-3	-3	12	98	-10	-5
O=C(Nc1cc2c(oc1=O)CCCC2=O)c1ccc(Cl)cc1	-3	-0.3	-2	96	99	2	2	0	96	0	-1
Oc1ccc(O)c(Cc2nc3ccccc3s2)c1	-4	-0.9	-3	90	90	-2	-10	-5	88	-2	-1
CC1=CSC2=NC(=O)/C(=C\c3cccn3-c3ccc([N+](=O)[O-])cc3)C(=N)N12	1	6.9	2	96	91	0	-2	-2	95	31	-1
CCOc1ccccc1Nc1nc2ccccc2n2cnnc12	1	2.1	0	112	110	-3	0	-2	111	32	0
CC(=O)Nc1cccc(-c2nc3ccc(NC(C)=O)cc3s2)c1	-1	-0.2	-5	100	96	1	-1	0	98	0	1
CCCN(CCC)S(=O)(=O)c1ccc(Cl)c(OC)c1	-1	1.8	-4	103	103	0	-2	-1	104	13	0
COc1ccccc1OCCCCNC(C)(C)C	-1	0.2	0	101	101	-2	1	-4	101	1	0
CC1CCN(CCc2nc3cc(NC(=O)Nc4ccccc4)ccc3n2C)CC1	-8	-0.8	-9	100	102	-2	-5	-7	100	-1	-2
CCOc1ccc(OCCOCCn2ccnc2)cc1	0	0.7	-1	101	103	-2	-2	-1	105	2	-1
CCCCC(=O)NC(=S)Nc1cccc(NC(=O)CC)c1	0	-0.1	-1	103	103	1	-1	-2	103	7	1
O=C(CC1SC(N2CCOCC2)=NC1=O)Nc1cc([N+](=O)[O-])ccc1Cl (stereo not drawn)	-4	-0.1	-7	?	100	-4	-8	-4	98	1	-3
COC(=O)[C@@]1(Cc2ccc(F)cc2)[C@H]2c3cc(C(=O)N(C)C)n(Cc4ccccn4)c3C[C@H]2CN1C(=O)c1ccccc1	-2	5.5	0	95	82	-4	-4	-8	92	3	-2
O=C(C1CCN(c2nc3nonc3nc2N2CCCCC2)CC1)N1CCOCC1	-4	4.4	-8	106	105	-2	-10	-8	103	13	-3
O=C(CCc1ccccc1)NCc1ccccc1	0	0.2	-5	103	101	2	-3	0	104	-1	-7
CCn1c(SCC(=O)N/N=C/C=C/c2ccco2)nnc1-c1ccc(OC)cc1	-9	-0.2	-10	98	102	-5	-8	-8	99	0	-2
CCOCCCNC(=O)c1ccc(NC(C)=O)cc1	2	1.0	0	104	101	1	1	0	103	5	1
N#CCCN1CCn2c1nc1ccccc12	-5	0.1	-5	96	99	-5	0	-5	100	1	-3
COc1nc(Nc2cccc(C)c2)nc(N2CCCCC2)n1	-9	0.3	-20	101	101	-4	-10	-13	104	21	-6
COC(=O)c1cnn2c1C(=O)N(Cc1cccs1)CC2	-3	1.0	-3	?	97	-2	-4	-1	99	4	-1
COc1ccc(-c2cc(C(=O)c3c(N)n(C)c(=O)n(C)c3=O)c3ccccc3n2)cc1OC	-2	0.6	0	?	101	2	0	0	99	-1	-2
CCCCn1c(-c2ccco2)n[nH]c1=S	-6	-0.3	-13	108	102	-5	-22	-15	100	-1	-6
O=C(O)c1ccc(F)c(S(=O)(=O)Nc2ccccc2Cl)c1	-6	0.8	-3	89	81	-1	-4	-2	94	6	-2
Cc1ccc(N(C(C)C(=O)Nc2cc(Cl)ccc2Oc2ccccc2)S(C)(=O)=O)cc1 (stereo not drawn)	-7	1.9	-19	100	99	-2	-10	-11	99	22	-3
CC(C)C(=O)Nc1cccc(C(=O)NCCc2ccc(S(N)(=O)=O)cc2)c1	-16	1.4	-17	97	102	-4	-13	-22	97	2	-8
O=C(COC(=O)Cc1n[nH]c(=O)c2ccccc12)Nc1ccc(Cl)cc1F	3	0.0	-7	?	97	-1	-5	-2	97	-3	0
CCC1=NC(c2ccccc2Cl)N(O)C1(C)C (stereo not drawn)	1	0.4	1	103	104	2	-1	0	96	1	1
O=C(N/N=C1\C2CN3CCN(C2)CC1(c1ccccc1)C3)Nc1ccccc1	-3	0.4	-3	?	101	0	0	0	101	2	-1
O=C1CC(/C=C/c2ccc(Cl)cc2)=Nc2ccccc2N1	-1	0.8	-3	103	104	2	-2	0	102	3	-7
O=C(NC1CCCC1)C(c1ccc(F)cc1)N(Cc1ccc(F)cc1)C(=O)c1ccn[nH]1 (stereo not drawn)	11	0.4	4	91	95	0	14	0	93	2	0
